NTMT1 inh – Primary qHTS for Inhibitors of N-terminal methyltransferase 1 (NTMT1): MTaseGlo Assay; actives 2.5% (n = 59,000); N-terminal Xaa-Pro-Lys N-methyltransferase 1 (Homo sapiens), Q9BV86; AID 1645870, 2021; NTMT1 MTase-Glo SAH luminescence, purified enzyme; Potency, µM (doses to about 114 µM), for the others: at the highest dose activity change, negative = inhibition, usual class: inhibitors; active = well fitted inhibition curve with a large enough effect; inconclusive = small, poorly fitted or top-dose-only effect;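 note: plate controls were DMSO vehicle for no effect and no enzyme for full effect; nearly all actives have a fitted effect of over 65% in size; many of its hits are not listed in these tables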
Target sequence (Q9BV86 whole entry, looked up): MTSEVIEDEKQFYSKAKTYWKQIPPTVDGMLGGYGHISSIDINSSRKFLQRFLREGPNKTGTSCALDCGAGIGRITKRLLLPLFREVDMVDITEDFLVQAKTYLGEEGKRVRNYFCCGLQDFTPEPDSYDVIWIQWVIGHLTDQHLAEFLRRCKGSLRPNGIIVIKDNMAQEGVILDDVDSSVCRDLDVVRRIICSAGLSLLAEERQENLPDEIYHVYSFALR
The depositor's hits bear a star; u = inconclusive; & = joins results of further samples; [ ] = dose if it differs, or a comment. Potency is the fitted concentration of half-maximal effect. An excerpt. The share of hits here may be higher or lower than overall.

> COc1ccc(-c2nnc3n2N=C(c2c(OC)cccc2OC)CS3)c(OC)c1
  NTMT1 inh: -8%
> Cc1cc2c(s1)c1cnn(Cc3ccc(S(C)(=O)=O)cc3)c(=O)c1n2C
  NTMT1 inh: 10%[57.5 µM]
> Cc1cc(N[S+](=O)([O-])c2ccc(NC(=O)Cc3ccc(F)c(C)c3)cc2)no1
  NTMT1 inh: 8%
> CC(=O)Nc1cc2c(s1)CNCC2
  NTMT1 inh: 6%
> CCOc1ccc(CCNC(=O)c2cc3sccc3n2Cc2ccccn2)cc1OCC
  NTMT1 inh: 1%
> CC(=O)N1CCN(c2ccc(NCc3cccs3)cc2)CC1
  NTMT1 inh: u
> COc1cccc(CNc2ccc(S(=O)(=O)Nc3ncc(C)s3)cc2)c1O
  NTMT1 inh: -1%&5%
> Cc1ccc(S(=O)(=O)N(C)c2ccccc2C(=O)Nc2nc(-c3ccccc3)cs2)cc1
  NTMT1 inh: 2%[57.5 µM]
> CC(C)Oc1ccc(-c2nn([C@@H](C)c3oc4ccc(F)cc4c(=O)c3-c3cccc(F)c3)c3ncnc(N)c23)cc1F
  NTMT1 inh: 11%
> Cc1cccc(CNc2ccnc(-c3cccc4ccccc34)n2)c1
  NTMT1 inh: 6%
> COc1cccc(CNc2ccc(S(=O)(=O)Nc3nc(C)c(C)s3)cc2)c1O
  NTMT1 inh: -13%[57.5 µM]
> Cc1nnc(-c2cnn(C)c2N)n1CCc1cccs1
  NTMT1 inh: 18%[57.5 µM]
> O=C(NCCc1nc2ccccc2n1CCOc1ccccc1F)C1CCCCC1
  NTMT1 inh: 9%
> S=C(NCCCc1cnc[nH]1)NCCN(Cc1ccc(Cl)c(Cl)c1)c1ccc(Br)cn1
  NTMT1 inh: -4%
> CCOC(=O)C1CCN(c2ccc(NCc3ccc(-c4ccc(C#N)cc4)o3)cc2)CC1
  NTMT1 inh: -5%[57.5 µM]
> O=C(N/C=C/c1ccccc1)c1cccc([S+](=O)([O-])Nc2ccccc2F)c1
  NTMT1 inh: 6%[57.5 µM]
> COC(=O)/C=C/C(=O)OC
  NTMT1 inh: 3%
> COC(=O)c1ccc2c(c1)S(=O)(=O)NC2=O
  NTMT1 inh: 11%
> NC(=O)C1CCN(c2ncc(Br)cn2)CC1
  NTMT1 inh: -3%
> O=C(/C=C/c1cccnc1)Nc1cccc([S+](=O)([O-])Nc2ccccc2F)c1
  NTMT1 inh: 3%
> Cc1cc2c(s1)c1cnn(Cc3cc(Cl)ccc3F)c(=O)c1n2C
  NTMT1 inh: 5%
> CCOC(=O)C1CCN(C(=O)C(C)(C)NC(=O)Nc2ccc(F)c(F)c2)CC1
  NTMT1 inh: 15%
> CC(=O)Nc1sc2c(c1C(=O)c1ccccc1)CCN(C(C)C)C2
  NTMT1 inh: -4%
> Cc1cc(C)n2ncc(C(=O)Nc3ccc(C(C)(C)C)cc3)c2n1
  NTMT1 inh: 8%[57.5 µM]
> O=C(OCC#CCSc1nnc(-c2ccccc2)o1)c1ccc(F)cc1
  NTMT1 inh: -4%

> O=C(Nc1ccc(Br)cc1)Nc1nnc(-c2ccncc2)s1
  NTMT1 inh: u
> O=C(Cc1ccccc1)NC(c1ccco1)c1cc(Cl)c2cccnc2c1O (configuration not stated)
  NTMT1 inh: 10%
> Cc1ccc(OCCn2c(CCNC(=O)c3cccc(Cl)c3)nc3ccccc32)cc1
  NTMT1 inh: 6%
> Cc1cncc(NC(=S)N2CCN(c3cccc(C(F)(F)F)c3)CC2)c1
  NTMT1 inh: u
> CC(=O)Nc1sc2c(c1-c1nc3ccccc3s1)CN(C(C)C)C2
  NTMT1 inh: 1%[57.5 µM]
> Cc1ccc(S(=O)(=O)Nc2cc(C(=O)Nc3nc(-c4ccccc4)cs3)ccn2)cc1
  NTMT1 inh: -3%[57.5 µM]
> O=C(Nc1ccc(O)c2ncccc12)c1ccccc1F
  NTMT1 inh: 12%
> Cc1nnc(-c2cnn(C)c2N)n1CCCc1cccnc1
  NTMT1 inh: 11%
> Cn1ccc2cc(-c3csc(N4CCC(C(N)=O)CC4)n3)ccc21
  NTMT1 inh: 7%
> CC(C)(C)N[S+](=O)([O-])c1cccc(-c2nnc(SCc3ccc(C(=O)O)cc3)n2-c2ccc(F)cc2)c1
  NTMT1 inh: 1%
> CCN(C(=O)c1ccccc1OC)c1cc2c(cc1N1CCNC[C@H]1C)n(C)c(=O)n2C
  NTMT1 inh: 12%
> Cc1noc(C)c1-c1ccc2ncnc(NCc3ccccc3F)c2c1
  NTMT1 inh: -15%
> O=C(c1ccc[nH]1)c1cc(Cl)ccc1NC(=O)[C@@H]1CCCN1
  NTMT1 inh: 3%
> O=C(Nc1ccc(Cl)c(Cl)c1)Nc1ncc(-c2ccncc2)s1
  NTMT1 inh: u
> Cc1cnc(-c2ccccc2C(C)C)nc1NCC1CCN(c2cccnc2)CC1
  NTMT1 inh: -6%[57.5 µM]
> COc1cc(O)c(C(CC(=O)N2CCCCCC2)c2ccc3c(c2)OCO3)c(OC)c1 (configuration not stated)
  NTMT1 inh: 17%[228 µM]
> FC(F)(F)c1cc(-c2ccc(CNc3nc(-c4ccccc4C(F)(F)F)nc4ccsc34)cc2)ccn1
  NTMT1 inh: 2%
> O=S(=O)(NC1CCC(CNS(=O)(=O)c2c(F)cccc2F)CC1)c1ccc2c(c1)OCCO2 (configuration not stated)
  NTMT1 inh: -2%
> CC(=O)NCc1cc(Cl)c2cccnc2c1O
  NTMT1 inh: 18%
> CCOc1cccc(-c2cc(-c3n[nH]c(=S)n3CC)c3ccccc3n2)c1
  NTMT1 inh: -5%
> CCN(CC)CCCCn1c(-c2ccccc2)nc2c(N(CCOC)CCOC)nc(C)nc21
  NTMT1 inh: -13%
> NC(=O)C1CCN(c2nccc(Cl)n2)CC1
  NTMT1 inh: 2%
> Nc1ccc(F)cc1NC(=O)c1ccc(CNC(=O)/C=C/c2cccnc2)cc1
  NTMT1 inh: 24%
> O=C(N1CCc2ccc(S(=O)(=O)N3CCN(S(=O)(=O)c4ccc5c(c4)OCCO5)CC3)cc2C1)C(F)(F)F
  NTMT1 inh: 3%
> Oc1ccc(/C=C/c2ccccc2)c2cccnc12
  NTMT1 inh: -2%

Copied from the list:
Nc1ccc(F)cc1NC(=O)c1ccc(CNC(=O)/C=C/c2cccnc2)cc1 in NTMT1 inh has 24%
O=C(c1ccc[nH]1)c1cc(Cl)ccc1NC(=O)[C@@H]1CCCN1 in NTMT1 inh has 3%

(listing goes on)
> O=C(OCC#CCSc1nnc(-c2cccc3ccccc23)o1)C1CCCC1
  NTMT1 inh: 12%
> CCOC(=O)c1ccc(-n2c(C)cc(-c3nnc4n3CCCCC4)c2C)cc1
  NTMT1 inh: 2%[57.5 µM]
> C[C@H](NC(c1ccc(F)cc1)c1ccc2cccnc2c1O)c1ccccc1 (some centres not stated)
  NTMT1 inh: 17%&-5%
> CC(CN1c2ccccc2Sc2ccc(S(=O)(=O)N(C)C)cc21)N(C)C (configuration not stated)
  NTMT1 inh: u
> Oc1ccc(CNc2ccccc2Cl)c2cccnc12
  NTMT1 inh: 18%
> CC1Cc2ccccc2N1C(=O)Cc1nc(N2CCOCC2)cc(=O)[nH]1 (configuration not stated)
  NTMT1 inh: 1%
> N#Cc1cc2cc(CN3CCC(Nc4ncnc5sc(CC(F)(F)F)cc45)CC3)c(O)cc2n1Cc1cn[nH]c1
  NTMT1 inh: -30%
> O=C1CCCC2=C1C(c1[nH]ncc1Cl)NC(=NCc1nccs1)N2 (configuration not stated)
  NTMT1 inh: u
> Cc1ccc(C)c(SC2=NS(=O)(=O)c3cc(C(=O)NCc4ccccc4)ccc32)c1
  NTMT1 inh: 2%
> O=C(Nc1ccc(S(=O)(=O)Nc2nccs2)cc1)c1ccnc2ccccc12
  NTMT1 inh: 7%
> O=C1c2ccccc2C(=O)N1c1cccc2cccnc12
  NTMT1 inh: 17%
> CCc1nn2c(=O)cc(N3C(C)CNCC3C)nc2s1 (configuration not stated)
  NTMT1 inh: -5%
> CN1CCN(c2ccc(NC(=O)CN(C)Cc3c(O)ccc4ccccc34)cc2)CC1
  NTMT1 inh: -6%[57.5 µM]
> O=S(=O)(c1ccc2c(c1)OCCO2)N1CCN(S(=O)(=O)c2c(F)cc(F)cc2F)CC1
  NTMT1 inh: 3%
> COc1ccc(C2Nc3ccccc3C(=O)N2CC(C)(C)C)cc1COc1ccc(NC(C)=O)cc1 (configuration not stated)
  NTMT1 inh: 37%[activator]
> COc1cccc(-c2csc(N3CCC(C(N)=O)CC3)n2)c1
  NTMT1 inh: -6%
> Cc1nc(NCc2ccccc2)c2nc(-c3ccccc3)n(C(C)CN(C)C)c2n1 (configuration not stated)
  NTMT1 inh: -11%
> Cc1ccc(-c2cc(C(=O)Nc3ccc(Cl)cc3)c3ccccc3n2)cc1C
  NTMT1 inh: 10%
> O=C(CSc1ccccc1)Nc1nnc(COc2ccc(Cl)cc2)s1
  NTMT1 inh: 15%
> O=C(O)c1ccc2c(c1)C(=O)N([C@H](Cc1cccc3ccccc13)C(=O)O)C2=O
  NTMT1 inh: 6%[57.5 µM]
> CC(C)(C)C(=O)N1N=CC[C@H]1c1ccccc1
  NTMT1 inh: 10%
> COc1cc2nc(Nc3ccccc3)nc(NC3CC3)c2cc1OC
  NTMT1 inh: 50µM*
> O=C1Nc2ccccc2/C1=C\c1ccc(C(=O)O)cc1
  NTMT1 inh: u
> COc1cc(NC(=O)C(OC(=O)CNC(=O)c2ccccc2)c2ccccc2)cc(C(F)(F)F)c1 (configuration not stated)
  NTMT1 inh: 11%
> N#Cc1ccc(C[C@H](C(=O)O)N2C(=O)c3ccc(C(=O)O)cc3C2=O)cc1
  NTMT1 inh: -2%[57.5 µM]

Shown with tabs: part of the list above
mol	NTMT1 inh
O=S(=O)(c1ccc2c(c1)OCCO2)N1CCN(S(=O)(=O)c2c(F)cc(F)cc2F)CC1	3%
COc1ccc(C2Nc3ccccc3C(=O)N2CC(C)(C)C)cc1COc1ccc(NC(C)=O)cc1 (configuration not stated)	37%[activator]

The list goes on.
> Cc1ccc(OCCn2c(CCNC(=O)OC(C)(C)C)nc3ccccc32)cc1
  NTMT1 inh: 2%
> O=C(Nc1cc(C(F)(F)F)cc(C(F)(F)F)c1)Nc1nnc(-c2ccncc2)s1
  NTMT1 inh: 16%
> Cc1c(-c2ccc(-c3ccccc3F)cc2)nc2ccc(F)cc2c1C(=O)O
  NTMT1 inh: 13%
> O=C(Nc1ccc2ccccc2c1)Nc1nnc(C2CCCCC2)s1
  NTMT1 inh: u
> O=S(=O)(Nc1cccc2cccnc12)c1ccc(Br)cc1
  NTMT1 inh: 25%
> CCN(Cc1ccccc1)c1ccc(Br)cn1
  NTMT1 inh: 20%
> O=C(NCCc1nc2ccccc2n1CCOc1ccccc1[N+](=O)[O-])C1CCCCC1
  NTMT1 inh: 17%
> COc1cccc(NS(=O)(=O)c2ccc(NCc3cccc(OC)c3O)cc2)c1
  NTMT1 inh: -1%
> NC(=O)C1CCN(c2nc(-c3ccccc3Cl)cs2)CC1
  NTMT1 inh: u
> COC1=C2C[C@H](C)C[C@H](OC)[C@H](O)[C@@H](C)/C=C(/C)[C@H](OC(N)=O)[C@@H](OC)/C=C\C=C(\C)C(=O)NC(=CC1=O)C2=O
  NTMT1 inh: u
> O=C(Nc1ccccc1)C1CCN(c2nc(-c3ccc(Br)cc3)cs2)CC1
  NTMT1 inh: 0%
> CNc1cccc(S(=O)(=O)N2CCCN(S(=O)(=O)c3ccc4c(c3)OCCO4)CC2)c1
  NTMT1 inh: 3%[57.5 µM]
> Cc1sc(NC(=O)Cc2ccc3c(c2)OCO3)nc1-c1ccc2c(c1)CCN2C
  NTMT1 inh: u
> O=C([C@H](Cc1ccc(O[S+](=O)([O-])c2cccc3cnccc23)cc1)N[S+](=O)([O-])c1cccnc1)N1CCN(c2ccccc2)CC1
  NTMT1 inh: 15%
> C=C1CCC2[C@](C)(CO)C(O)CC[C@]2(C)C1C/C=C1/C(=O)OCC1O (some centres not stated)
  NTMT1 inh: 8%
> CCOc1ccc(CCNC(=O)c2ccc(C3(C(F)(F)F)N=N3)cc2)cc1OCC
  NTMT1 inh: 1%
> CC(=O)Nc1nc(-c2ccc3c(c2)CCN3C(=O)c2ccccc2C)c(C)s1
  NTMT1 inh: -5%
> N#CN1CCC(NS(=O)(=O)c2ccc(F)cc2)CC1
  NTMT1 inh: -3%[57.5 µM]
> CC1(N)CCN(c2cnc(-c3cccc(Cl)c3Cl)c(N)n2)CC1
  NTMT1 inh: 0%[57.5 µM]
> CC(C)(C)OC(=O)N1CCN(c2ccc(NCc3ccc(-c4ccc(C#N)cc4)s3)cc2)CC1
  NTMT1 inh: 2%
> Cc1cc(N[S+](=O)([O-])c2ccc(NC(=O)Cc3nc4ccc(Cl)cc4[nH]3)cc2)no1
  NTMT1 inh: -4%[57.5 µM]

Some of the entries so far, bar-delimited.
SMILES | NTMT1 inh
Cc1cc(C)n2ncc(C(=O)Nc3ccc(C(C)(C)C)cc3)c2n1 | 8%[57.5 µM]
Cc1ccc(S(=O)(=O)Nc2cc(C(=O)Nc3nc(-c4ccccc4)cs3)ccn2)cc1 | -3%[57.5 µM]
CCOc1ccc(CCNC(=O)c2ccc(C3(C(F)(F)F)N=N3)cc2)cc1OCC | 1%
O=S(=O)(NC1CCC(CNS(=O)(=O)c2c(F)cccc2F)CC1)c1ccc2c(c1)OCCO2 (configuration not stated) | -2%
CCOC(=O)C1CCN(C(=O)C(C)(C)NC(=O)Nc2ccc(F)c(F)c2)CC1 | 15%
CC(=O)Nc1nc(-c2ccc3c(c2)CCN3C(=O)c2ccccc2C)c(C)s1 | -5%
